Screening data (PubChem)
ssDAF-12 act: S. stercoralis DAF-12 nuclear receptor activators, primary screen, cell-based, luminescence, HEK293, GRIP1 co-expression, lit1-tk-luc; activation, % at 6.8 µM; HEK293 ssDAF-12/GRIP1 lit1-tk-luc reporter; % of 3 µM dafachronic acid response; Nuclear hormone receptor DAF-12 (Strongyloides stercoralis); AID 652126, 2013; 370,000 tested, 1% active;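 active means activation above the mean over all tested compounds plus 3 SD, cut at about 0.9% in these data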;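 further: 0% = DMSO-only wells and 100% = 3 µM delta7-dafachronic acid wells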
hcDAF-12 act: H. contortus DAF-12 nuclear receptor activators, primary screen, cell-based, luminescence, HEK293, lit1-tk-luc reporter | HEK293 hcDAF-12 lit1-tk-luc reporter; 0% DMSO, 100% Δ7-dafachronic acid | activation, % at 6.8 µM | 370,000 tested, 1.4% active | AID 652067, 2013;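 active means activation above the mean of all tested compounds plus 3 SD, cut at about 5.5% in these data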;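 further: 100% = response to 3 µM Δ7-dafachronic acid high control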
Rev-erbA mod: modulators of Rev-erb alpha DNA binding, primary screen, biochemical, FITC-DNA, fluorescence polarization, uHTS. Rev-erbα–FITC-DNA binding, 90 min. activity, % at 10 µM. 370,000 tested, 0.79% active. AID 1259318, 2017;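 active means activity above about 14%, limit read from the data; passing the limit was not always enough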;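 further: 0% = DMSO wells with 35 nM protein and 100% = DMSO wells with 750 nM protein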
hgDAF12 agonist: H. glycines DAF-12 receptor agonists, primary screen, cell-based, luminescence, HEK293, GAL4 fusion, UAS-luciferase; HEK293 GAL4-hgDAF12 UAS-luciferase reporter, agonist luminescence; normalized to butyrate control; activation, % at 6.8 µM; 370,000 tested, 1.8% active;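 active means activation above a cutoff set at the mean of all screened compounds plus 3 SD, cut at about 10% in these data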;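 further: 0% = DMSO wells and 100% = sodium butyrate wells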
ADAM17 inh: ADAM17 inhibitors, primary screen, biochemical, QFRET; 370,000 tested, 0.83% active; recombinant ADAM17, EDANS/DABCYL FRET peptide cleavage; inhibition, % at 6.95 µM; AID 720648, 2013; Disintegrin and metalloproteinase domain-containing protein 17 (Homo sapiens), P78536;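 active means inhibition above the mean of compounds lying between control limits plus 3 SD, set per campaign, cut at about 8.5% in these data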;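 further: 0% = DMSO-only wells as the low control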
PLC-beta3 inh: human PLC-beta3 inhibitors, primary screen, biochemical, fluorescence; Purified PLC-beta3, fluorogenic substrate; AID 720704, 2013; inhibition, % at 12.2 µM; 370,000 tested, 0.18% active; in the data active means inhibition above about 11%;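 further: 0% = median of compound wells on plate and 100% = full blocker control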
PLCg1 inh: PLC-gamma1 enzyme inhibitors, primary screen, biochemical, fluorescence, purified enzyme. 1-phosphatidylinositol 4,5-bisphosphate phosphodiesterase gamma-1 (Homo sapiens), P19174. fluorogenic substrate. inhibition, % at 12.2 µM. 370,000 tested, 0.84% active. AID 720700, 2013; in the data active means inhibition above about 9.5%
DAX1 inh-1: DAX1 (NR0B1) inhibitors, primary screen, cell-based, HEK293, Gal4-DAX1, luciferase luminescence; Nuclear receptor subfamily 0 group B member 1 (Homo sapiens), P51843; HEK293 Gal4-DAX1 luciferase reporter; inhibition, % at 6.75 µM; 340,000 tested, 0.99% active; AID 504766, 2011;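 active means inhibition above the mean over all tested compounds plus 3 SD, cut at about 4.2% in these data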;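 further: 0% = DAX1-transfected cells with DMSO and 100% = empty-vector control cells with DMSO; inhibition shows as a rise in luminescence from relieved DAX1 repression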
Target sequence (P51843 207-470 limits assumed): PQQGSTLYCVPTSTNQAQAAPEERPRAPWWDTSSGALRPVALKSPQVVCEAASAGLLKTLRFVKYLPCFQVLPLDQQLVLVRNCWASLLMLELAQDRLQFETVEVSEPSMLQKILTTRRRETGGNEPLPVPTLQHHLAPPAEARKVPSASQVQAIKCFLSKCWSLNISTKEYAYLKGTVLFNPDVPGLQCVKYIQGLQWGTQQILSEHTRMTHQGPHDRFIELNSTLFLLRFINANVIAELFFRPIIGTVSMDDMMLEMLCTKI
SMARCA2 activ: SMARCA2 (BRM) function activators, primary screen, cell-based, luminescence, high throughput; 370,000 tested, 1% active; AID 652017, 2013; MG213 cells, MMTV-luciferase reporter, dexamethasone, overnight; activation, % at 9.1 µM; in the data active means activation above about 7.8%;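 further: 0% = vehicle wells and 100% = reference activator wells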
MBD2 inh: inhibitors of MBD2 binding to methylated DNA, primary screen, biochemical, TR-FRET, DNA-binding domain, human; Methyl-CpG-binding domain protein 2 (Homo sapiens), Q9UBB5; MBD2 binding to methylated oligonucleotide; inhibition, % at 4.4 µM; 370,000 tested, 0.31% active; in the data active means inhibition above about 13%
Target sequence (Q9UBB5 whole entry, looked up, the tested form may be a part): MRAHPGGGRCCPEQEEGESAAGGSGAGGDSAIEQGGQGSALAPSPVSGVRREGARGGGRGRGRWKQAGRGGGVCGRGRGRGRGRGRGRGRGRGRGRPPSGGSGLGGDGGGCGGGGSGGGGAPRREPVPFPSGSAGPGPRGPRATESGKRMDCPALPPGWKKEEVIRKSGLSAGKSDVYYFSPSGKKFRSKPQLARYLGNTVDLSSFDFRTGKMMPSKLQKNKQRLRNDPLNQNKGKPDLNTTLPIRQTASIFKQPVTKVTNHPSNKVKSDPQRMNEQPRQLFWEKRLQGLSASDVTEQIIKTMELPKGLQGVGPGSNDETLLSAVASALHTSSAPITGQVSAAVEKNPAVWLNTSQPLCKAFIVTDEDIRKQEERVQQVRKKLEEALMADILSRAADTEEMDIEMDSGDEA
DAX1 inh-2: DAX1 (NR0B1) inhibitors on StAR promoter, primary screen, cell-based, luminescence, SF-1 (NR5A1), full-length DAX-1. HEK293T StAR-luciferase reporter, SF-1/DAX-1 repression relief. inhibition, % at 6.8 µM. 370,000 tested, 1.1% active. AID 652010, 2013;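 active means inhibition above the mean over all tested compounds plus 3 SD, cut at about 3.6% in these data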;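 further: 0% = DAX-1 cells with DMSO and 100% = cells lacking DAX-1 with DMSO; higher inhibition means more luminescence from relief of DAX-1 repression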
Numbers without * were called inactive; i = inactive; / = not tested or not shown.

1) Cc1ccc(C2CC(c3cccs3)=NN2C(=O)CSc2nc(=O)n3ccc(C)cc3n2)cc1 (centres undefined)
2) CCCCCn1c(=O)c(Cc2ccccc2)c(O)c2ccccc21
3) CCc1nc2c(OCc3ccccc3C(=O)OC)cccn2c1N(C)C(=O)c1ccncc1
4) COc1ccc(C(C)(O)c2nc(-c3cccc(C#N)c3)cs2)cc1 (centres undefined)
5) O=C(Nc1ccc2ccccc2c1)C(c1ccccc1F)n1c(=O)c(-c2cc3ccccc3[nH]2)nc2ccccc21 (centres undefined)
6) O=C1c2cc([N+](=O)[O-])ccc2-c2ncccc21
7) O=[N+]([O-])c1cccc(S(=O)(=O)Nc2ccccn2)c1
8) CCS(=O)(=O)c1cc([N+](=O)[O-])c(Sc2ccccc2N)s1
Screen / compound no.,1,2,3,4,5,6,7,8
ssDAF-12 act,-1.5,-0.5,-1.6,-1.4,0.6,-0.6,-1.1,0.9*
hcDAF-12 act,0.1,-0.2,-1.4,-1.1,5.4,5.4,1.7,7.0*
Rev-erbA mod,-7,-2,0,-3,2,-1,-3,11
hgDAF12 agonist,2.1,0.3,-1.5,0.7,6.0,0.6,0.8,2.6
ADAM17 inh,-3,-6,-5,3,-92,-3,-2,0
PLC-beta3 inh,-22,-7,1,-2,i,-12,1,-28
PLCg1 inh,-18,-5,-3,3,i,-2,0,-16
DAX1 inh-1,1.1,1.5,/,/,/,0.7,0.4,0.9
SMARCA2 activ,1,-1,0,-6,-1,2,0,2
MBD2 inh,7,1,3,4,0,-6,-1,-1
DAX1 inh-2,-2.1,0.3,-0.1,-1.2,0.1,-0.3,0.6,0.3

9) c1ccc2c(-c3nn4nnnc4c4ccccc34)cccc2c1
10) Cc1ccccc1NC(=O)c1ccc(C)c(S(=O)(=O)N2CCN(C)CC2)c1
11) COCCN1CCN(c2cc(-c3ccccc3)nc3cc(-c4cccc(F)c4)nn23)CC1
12) CCCC(=O)NC(=S)Nc1c(C)cc(Br)cc1C
13) CC(=O)Nc1cccc(NC(=O)CSc2nnc(Cc3cccn3C)n2-c2ccc(F)cc2)c1
14) CC1(C)C(C=C(Cl)Cl)C1C(=O)N1CCN(Cc2ccccc2)CC1 (centres undefined)
15) C/C(=N/NC(=O)c1cccc(N2CCCC2=O)c1)c1ccncc1
16) CC(C)C(=O)Nc1c(C(=O)c2ccc(F)cc2)oc2ccccc12
Screen / compound no.,9,10,11,12,13,14,15,16
ssDAF-12 act,-1.7,-1.3,-2.0,-1.0,-1.0,-1.9,-1.9,-0.8
hcDAF-12 act,-0.1,-1.1,-3.5,1.9,2.5,-0.5,-3.6,-1.9
Rev-erbA mod,29*,2,2,3,4,6,-1,8
hgDAF12 agonist,-2.9,1.1,-2.7,5.4,-2.0,-1.0,-7.3,-0.8
ADAM17 inh,-2,-2,-177,-3,0,-1,-1,-2
PLC-beta3 inh,-54,-4,i,0,-6,1,-2,-23
PLCg1 inh,-38,0,i,-1,-2,0,-1,-16
DAX1 inh-1,1.5,-0.1,-1.4,0.5,0.5,1.1,1.7,0.5
SMARCA2 activ,-1,1,0,-1,3,-2,1,-4
MBD2 inh,2,2,8,1,-5,1,-4,-1
DAX1 inh-2,0.0,-0.1,-4.0,0.9,-0.1,-0.4,-0.8,-1.2

17) O=C(O)[C@H](Cc1ccccc1)NC(=O)N1CCN(c2ccccc2)CC1
18) CC(C)Cn1c(SC(C)C(=O)NC2CC2)nnc1-c1ccccc1F (centres undefined)
19) O=C(NC1CCN(C(=O)Nc2ccc(F)cc2)CC1)c1cccc(F)c1
20) CC(=O)Nc1ccc(C(=O)CSc2nnnn2C2CCCC2)cc1
21) COc1ccc(Cl)cc1NC(=O)CCN1C(=O)C2C3CCC(C3)C2C1=O (centres undefined)
22) Cc1ccc(C2CC(c3ccc(F)cc3)Nc3nc(N)nn32)cc1 (centres undefined)
23) Cc1onc(-c2ccccc2)c1C(=O)Nc1ccc(-c2nnc3n2CCCCC3)cc1
24) CSc1n[nH]c(NCc2ccc(C)cc2)n1
Screen / compound no.,17,18,19,20,21,22,23,24
ssDAF-12 act,-1.4,-1.2,-1.0,-1.1,-1.1,-1.0,-1.3,-0.6
hcDAF-12 act,-0.1,-0.1,-2.8,-2.1,-0.4,1.4,-1.8,1.2
Rev-erbA mod,-1,-10,-8,5,3,7,-1,4
hgDAF12 agonist,-1.0,1.3,-1.1,0.4,1.8,1.0,-2.0,6.1
ADAM17 inh,-6,0,2,-4,-4,-38,-1,-3
PLC-beta3 inh,-6,-5,-7,-5,-4,-52,-2,2
PLCg1 inh,-1,1,-1,0,1,-53,0,1
DAX1 inh-1,1.1,0.8,-1.0,0.4,1.6,0.8,1.4,-0.3
SMARCA2 activ,-1,-1,-4,0,-3,-1,-3,1
MBD2 inh,3,-3,-4,5,2,1,-2,4
DAX1 inh-2,0.2,-0.7,0.1,-0.3,-0.1,2.9,-1.3,1.1

25) CCOc1ccc(CCNC(=O)CN2C(=O)NC3(CCCc4ccccc43)C2=O)cc1OCC (centres undefined)
26) CCC1(C)NC(=O)N(/N=C/c2cc(OC)c(O)c(OC)c2)C1=O (centres undefined)
27) COc1ccc(C)cc1NC(=O)C(Sc1nnc(Nc2ccccc2F)s1)c1ccccc1 (centres undefined)
28) Cc1cc(C)cc(NC(=S)NCCc2ccc(S(N)(=O)=O)cc2)c1
29) O=C(NC(c1ccccc1)c1ccccc1)c1ccc(Br)o1
30) CCOc1ccc(C(C)=O)cc1COc1ccc(-n2cnnn2)cc1
31) O=C(O)CCC(=O)N1CCc2cc(S(=O)(=O)NCc3cccs3)ccc21
32) COC(=O)c1ccc(COC(=O)CNS(=O)(=O)c2ccc(C)cc2)cc1
Screen / compound no.,25,26,27,28,29,30,31,32
ssDAF-12 act,-1.1,-0.8,-1.7,0.9,-1.0,-1.3,-1.0,-0.5
hcDAF-12 act,0.5,-0.5,-2.0,-1.4,-1.7,-1.9,-0.5,0.2
Rev-erbA mod,-2,3,-3,7,-5,-2,4,-1
hgDAF12 agonist,1.9,0.6,1.3,3.5,0.7,-2.0,-1.3,9.4
ADAM17 inh,-4,-2,6,-7,-5,0,0,1
PLC-beta3 inh,0,0,0,-1,0,0,5,0
PLCg1 inh,3,4,-3,2,-1,1,2,5
DAX1 inh-1,-0.3,0.7,-0.1,0.3,0.0,-1.1,-0.8,-0.5
SMARCA2 activ,-1,-6,-2,-2,-3,2,2,-2
MBD2 inh,5,0,-2,-7,1,-8,-5,-2
DAX1 inh-2,-3.8,1.4,-0.7,-0.9,0.2,-1.5,0.1,1.2

33) COc1ccccc1N1CCN(C(c2cccs2)C(C)NC(=O)c2cccs2)CC1 (centres undefined)
34) CC(C)C(=O)Nc1cccc(COc2ccccc2CN(Cc2ccccc2)C(=O)OC(C)(C)C)c1
35) C[C@H]1[C@H](c2ccccc2)Oc2cccc(NCCc3ccccc3)c2S(=O)(=O)N1Cc1cccc(Cl)c1
36) O=C(CSc1ccc(Br)cc1)NCC(c1cccs1)N1CCOCC1 (centres undefined)
37) COc1ccc2[nH]cc(CCNS(=O)(=O)Cc3ccccc3)c2c1
38) COc1cccc(C(=O)Nc2nc3ccc(S(C)(=O)=O)cc3s2)c1
39) CCN1CCN(Cc2c(O)ccc3c2O/C(=C\C=C\c2ccccc2OC)C3=O)CC1
40) COc1ccc(CCNC(=O)c2oc3ccc(OC)cc3c2C)cc1
41) O=C(COC(=O)c1c(F)cccc1Cl)NC1CCCC1
Screen / compound no.,33,34,35,36,37,38,39,40,41
ssDAF-12 act,-1.7,-0.7,0.0,-0.4,-0.1,-1.2,-1.1,-1.2,0.1
hcDAF-12 act,-2.0,-0.5,-0.5,-0.9,0.3,1.4,-0.5,0.3,0.8
Rev-erbA mod,4,8,5,-1,-4,0,6,1,2
hgDAF12 agonist,-0.5,0.1,-0.6,-1.3,-0.3,8.2,-2.9,0.5,6.8
ADAM17 inh,-1,-1,-2,-5,2,1,-11,-3,-2
PLC-beta3 inh,3,1,-1,-10,1,-24,-431,-22,1
PLCg1 inh,-1,1,-3,-5,0,-21,-363,-9,2
DAX1 inh-1,-0.4,-1.5,/,-1.5,-0.8,-0.7,-0.1,-0.4,1.2
SMARCA2 activ,-2,-3,-1,-3,-3,8.7*,-2,-1,-1
MBD2 inh,0,-3,-1,3,3,3,-8,1,1
DAX1 inh-2,-1.4,-1.9,-0.3,-1.4,-1.1,-0.6,0.2,-0.5,0.7

3 consecutive records from above, for reference:
33) COc1ccccc1N1CCN(C(c2cccs2)C(C)NC(=O)c2cccs2)CC1 (centres undefined)
34) CC(C)C(=O)Nc1cccc(COc2ccccc2CN(Cc2ccccc2)C(=O)OC(C)(C)C)c1
35) C[C@H]1[C@H](c2ccccc2)Oc2cccc(NCCc3ccccc3)c2S(=O)(=O)N1Cc1cccc(Cl)c1
Screen / compound no.,33,34,35
ssDAF-12 act,-1.7,-0.7,0.0
hcDAF-12 act,-2.0,-0.5,-0.5
Rev-erbA mod,4,8,5
hgDAF12 agonist,-0.5,0.1,-0.6
ADAM17 inh,-1,-1,-2
PLC-beta3 inh,3,1,-1
PLCg1 inh,-1,1,-3
DAX1 inh-1,-0.4,-1.5,/
SMARCA2 activ,-2,-3,-1
MBD2 inh,0,-3,-1
DAX1 inh-2,-1.4,-1.9,-0.3
